# Assay outcomes from PubChem BioAssay.
# D2 PAM = positive allosteric modulators of human D2 dopamine receptor; hit rate 0.34% among 340,000; HEK293 T-REx D2, calcium flux, EC20 dopamine potentiation; potentiation, % at 10 µM;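 active = potentiation over 3 SD above the plate norm, cut at about 30% in these data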; also: 0% is about no effect
#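 Primary screen. Calcium kinetics in induced HEK293 T-REx D2 cells: compound pre-addition 180 s, EC20 dopamine, 180 s more.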
# D1 ag = activates the human D1 dopamine receptor | hit rate 1% among 360,000 | activation, % at 2 µM | HEK293 T-REx D1 cells, calcium flux, agonist mode; also: 0% is about no effect
#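 Tetracycline-induced HEK293 TREx D1 cells, force-coupled to calcium signalling, were dye-loaded with a no-wash calcium kit. Compound was pin-added after a 10 s baseline. Fluorescence was read kinetically at 1 cycle/s for 180 s, with calcium rises flagged as agonism.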
# D1 potentiator = enhances dopamine response at the human D1 receptor. P21728. HEK293 TREx D1 cells, calcium flux, dopamine EC20 potentiation. potentiation, % at 10 µM. hit rate 0.036% among 360,000. AID 504651; in the data active = potentiation above about 30%; also: 0% is about no effect
# TRHR agonist = agonists of human TRH receptor; hit rate 0.18% among 360,000; activation, % at 2 µM; P34981; TRHR cells, calcium flux fluo-8, FDSS agonist mode; also: 0% is about no effect
#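 In this calcium-flux screen, cells bearing human TRHR are dye-loaded with fluo-8, baselined for 10 cycles, then exposed to library compounds; positive kinetic calcium responses during the agonist phase mark hits, with TRH as control.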
# D1 antagonist = human D1 dopamine receptor antagonism. hit rate 3.2% among 360,000. activity change, negative = inhibition, % at 10 µM. HEK293 TREx D1 cells, calcium flux, dopamine EC80; active compounds read low; in the data active = activity change below about -30%; also: % is scaled to controls: 0 for no effect and ±100 for the full control effect
#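 Kinetic fluorescence of a calcium dye serves as the read-out. D1-expressing Hek293 Trex cells, induced overnight at 30 C, are exposed to compound for 180 s before an EC80 dopamine addition, then read 180 s further.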
# D2 agonist = activates the human D2 dopamine receptor; P14416; AID 485358; hit rate 0.53% among 340,000; activation, % at 2 µM; HEK293 T-REx D2 cells, calcium flux agonist mode;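 active = activation over 3 SD above normal in the single-dose calcium agonist read, cut at about 30% in these data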; also: 0% is about no effect
#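 HEK293 Trex D2 cells, tetracycline-induced, o/n 30 C 5% CO2; no-wash Ca dye, RT 30–90 min; 10-cycle baseline, 23 nl cpd added, kinetic Ca read 180 s; agonist hits = positive Ca response.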
# TRHR enhancer = allosteric enhancers of human TRH receptor; hit rate 0.66% among 360,000; P34981; TRHR cells, fluo-8 calcium fluorescence, EC20 TRH enhancement; enhancement, % at 2 µM; in the data active = enhancement above about 30%; also: 0% is about no effect
#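 TRHR-expressing cells loaded with fluo-8 calcium dye were read kinetically (ex 480/em 530) during compound addition, then stimulated with an EC20 of TRH (10 nM final). Enhancement of the Gq-mediated intracellular calcium response was scored.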
# RXFP1 antagonist = antagonists of human relaxin receptor RXFP1; Q9HBX9; HEK293-RXFP1, relaxin-stimulated cAMP HTRF, 30 min; active compounds read low; activity change, negative = inhibition, % at 57.5 µM; hit rate 0.59% among 350,000;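 active = activity change of -60% or lower, but not beyond a set lower limit; inconclusive = change between -60% and -40%, or beyond the set limit; inactive = change above -40%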; also: % is scaled to controls: 0 for no effect and ±100 for the full control effect
# Target sequence (Q9HBX9 whole entry, looked up): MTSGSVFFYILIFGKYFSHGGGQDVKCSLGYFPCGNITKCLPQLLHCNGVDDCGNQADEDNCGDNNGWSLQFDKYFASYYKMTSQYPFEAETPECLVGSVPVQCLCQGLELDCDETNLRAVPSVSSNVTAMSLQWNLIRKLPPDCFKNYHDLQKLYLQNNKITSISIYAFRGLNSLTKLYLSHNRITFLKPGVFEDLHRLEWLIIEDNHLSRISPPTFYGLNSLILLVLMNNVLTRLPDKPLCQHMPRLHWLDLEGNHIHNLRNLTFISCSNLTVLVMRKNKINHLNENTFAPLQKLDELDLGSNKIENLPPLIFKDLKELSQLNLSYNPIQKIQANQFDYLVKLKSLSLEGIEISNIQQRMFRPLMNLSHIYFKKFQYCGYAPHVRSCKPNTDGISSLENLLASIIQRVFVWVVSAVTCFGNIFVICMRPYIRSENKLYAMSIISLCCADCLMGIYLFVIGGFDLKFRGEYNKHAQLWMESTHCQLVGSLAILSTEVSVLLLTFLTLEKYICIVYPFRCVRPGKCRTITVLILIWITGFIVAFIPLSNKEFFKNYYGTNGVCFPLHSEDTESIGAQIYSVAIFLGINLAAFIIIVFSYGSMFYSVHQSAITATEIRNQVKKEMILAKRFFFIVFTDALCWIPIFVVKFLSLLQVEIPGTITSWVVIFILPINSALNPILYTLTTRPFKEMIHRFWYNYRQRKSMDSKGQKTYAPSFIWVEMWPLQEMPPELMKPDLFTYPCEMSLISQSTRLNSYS
# D2 antag = antagonists of human D2 dopamine receptor. HEK293 TREx D2 cells, calcium flux, dopamine EC80. inhibition, % at 10 µM. AID 485344. P14416. hit rate 2% among 340,000; in the data active = inhibition above about 30%; also: 0% is about no effect
#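 Cells plated overnight at 30 C with tetracycline; no-wash calcium dye, 30–90 min RT; 10 s baseline; compound pinned; 180 s read; EC80 dopamine added; another 180 s read.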
# * = called active by the depositor; ? = inconclusive; / = no result given. Rule as the data show it, unless noted: active = activation above about 30%; inactive = the rest.
# The first 12 entries as a preview:
SMILES,D2 PAM,D1 ag,D1 potentiator,TRHR agonist,D1 antagonist,D2 agonist,TRHR enhancer,RXFP1 antagonist,D2 antag
COc1ccc(OC)c(NC(=O)c2ccc(S(=O)(=O)N3CCOCC3)cc2)c1,4,0,-6,-0.1,0,1.1,-9,5,-27
Cc1ccc(Nc2nnc(-c3ccncc3)s2)c(Br)c1,3,8,-4,0.1,-5,0.6,17,-3,-15
O=C1CC2C(=O)NCCN2C(=NC(=O)c2ccccc2)N1 (stereo not drawn),11,2,-2,0.4,-1,-0.2,-20,-5,16
O=P(c1ccccc1)(c1ccccc1)N(c1ccccc1)c1ccccc1,7,4,-5,0.4,-4,0.3,-3,-6,7
CCn1c(=O)c(C(=O)CN(C)CC(=O)Nc2ccccc2Br)c(N)n(Cc2ccccc2)c1=O,1,4,1,0.0,5,-0.6,6,-22,-4
NC(=O)C1(N2CCCCC2)CCN(CC(=O)Nc2ccc(Oc3ccccc3)cc2)CC1,-14,6,-4,0.3,2,0.1,2,-4,16
O=C(c1ccc(Br)c(S(=O)(=O)N2CCCCC2)c1)N1CCCCC1,9,4,2,0.7,-18,2.7,1,0,-4
CCN(CC)c1nc(Nc2ccccc2)nc(Oc2ccc(=O)[nH]n2)n1,-2,1,2,-1.6,0,-0.2,17,-5,-13
CCNC(=O)C(Sc1ccccc1)c1ccccc1 (stereo not drawn),2,1,-4,-0.7,-15,0.1,-1,-4,16
COc1ccc(N(C(=O)Cn2nnc3ccccc32)C(C(=O)NCc2ccccc2)c2ccc(F)cc2)cc1 (stereo not drawn),-9,2,1,0.5,11,0.1,9,-3,/
COCc1cc(=O)[nH]c(Cc2c(Cl)cccc2Cl)n1,3,4,-11,0.4,11,-1.0,-8,1,5
Cc1ccc(NC(=O)C2CCCCC2)cc1C,-7,-1,-6,0.2,-4,-0.7,-6,/,36*

# Main list (from the top)
SMILES,D2 PAM,D1 ag,D1 potentiator,TRHR agonist,D1 antagonist,D2 agonist,TRHR enhancer,RXFP1 antagonist,D2 antag
COc1ccc(OC)c(NC(=O)c2ccc(S(=O)(=O)N3CCOCC3)cc2)c1,4,0,-6,-0.1,0,1.1,-9,5,-27
Cc1ccc(Nc2nnc(-c3ccncc3)s2)c(Br)c1,3,8,-4,0.1,-5,0.6,17,-3,-15
O=C1CC2C(=O)NCCN2C(=NC(=O)c2ccccc2)N1 (stereo not drawn),11,2,-2,0.4,-1,-0.2,-20,-5,16
O=P(c1ccccc1)(c1ccccc1)N(c1ccccc1)c1ccccc1,7,4,-5,0.4,-4,0.3,-3,-6,7
CCn1c(=O)c(C(=O)CN(C)CC(=O)Nc2ccccc2Br)c(N)n(Cc2ccccc2)c1=O,1,4,1,0.0,5,-0.6,6,-22,-4
NC(=O)C1(N2CCCCC2)CCN(CC(=O)Nc2ccc(Oc3ccccc3)cc2)CC1,-14,6,-4,0.3,2,0.1,2,-4,16
O=C(c1ccc(Br)c(S(=O)(=O)N2CCCCC2)c1)N1CCCCC1,9,4,2,0.7,-18,2.7,1,0,-4
CCN(CC)c1nc(Nc2ccccc2)nc(Oc2ccc(=O)[nH]n2)n1,-2,1,2,-1.6,0,-0.2,17,-5,-13
CCNC(=O)C(Sc1ccccc1)c1ccccc1 (stereo not drawn),2,1,-4,-0.7,-15,0.1,-1,-4,16
COc1ccc(N(C(=O)Cn2nnc3ccccc32)C(C(=O)NCc2ccccc2)c2ccc(F)cc2)cc1 (stereo not drawn),-9,2,1,0.5,11,0.1,9,-3,/
COCc1cc(=O)[nH]c(Cc2c(Cl)cccc2Cl)n1,3,4,-11,0.4,11,-1.0,-8,1,5
Cc1ccc(NC(=O)C2CCCCC2)cc1C,-7,-1,-6,0.2,-4,-0.7,-6,/,36*

# Record cards (already shown). Order of values: D2 PAM, D1 ag, D1 potentiator, TRHR agonist, D1 antagonist, D2 agonist, TRHR enhancer, RXFP1 antagonist, D2 antag
# `O=C1CC2C(=O)NCCN2C(=NC(=O)c2ccccc2)N1` (stereo not drawn) reads 11, 2, -2, 0.4, -1, -0.2, -20, -5, 16
# `CCn1c(=O)c(C(=O)CN(C)CC(=O)Nc2ccccc2Br)c(N)n(Cc2ccccc2)c1=O` reads 1, 4, 1, 0.0, 5, -0.6, 6, -22, -4

# Next section
SMILES,D2 PAM,D1 ag,D1 potentiator,TRHR agonist,D1 antagonist,D2 agonist,TRHR enhancer,RXFP1 antagonist,D2 antag
COc1ccccc1NC(=O)c1ccc(NC(=O)c2ccc(=O)[nH]c2)cc1,6,3,/,0.1,-5,0.3,8,-1,-45
NC(=O)c1cccn(Cc2ccc(C(F)(F)F)cc2)c1=O,-5,10,-1,-2.9,-8,1.1,-1,2,0
CC1=NN(c2ccccc2)C(=O)/C1=C\c1ccc(Oc2ccc([N+](=O)[O-])cc2[N+](=O)[O-])cc1,11,2,4,0.2,9,3.0,10,?,-12
CC(NC(=O)C(C)N1C(=O)C2C3CC(C(Br)C3Br)C2C1=O)c1ccccc1 (stereo not drawn),9,5,-3,0.4,-17,2.3,-4,2,-3
O=C(Cn1cnc2ccccc2c1=O)Nc1ccc(-c2nnc3n2CCCCC3)cc1,3,5,-2,-1.4,-5,0.7,25,-3,5
COc1cccc(C(=O)Nc2cc(C(=O)NCc3ccc(C)cc3)ccc2N2CCC3(CC2)CC(c2cccc(Br)c2)=NO3)c1,-11,2,-5,0.2,-14,0.9,-11,/,-10
COc1ccc(Nc2ncccc2C(=O)O)cc1,15,-2,-2,-0.9,/,0.1,9,1,-3
CC(NC(=O)COc1ccc(Oc2ccccc2)cc1)C(=O)O (stereo not drawn),19,2,17,-0.2,2,-2.4,18,33,-17
CCCCC(CC)CN=C(N)NC(N)=NCCCCCCN=C(N)NC(N)=NCC(CC)CCCC (stereo not drawn),-16,2,2,1.4,-75*,8.6,-7,-26,6
CCOC(=O)CCC(=O)Nc1cccc([N+](=O)[O-])c1,-1,0,0,0.1,-20,1.1,-1,-7,11
CCSc1cc(C)nc2ncnn12,8,3,3,0.4,-2,-0.1,11,3,5
COc1ccc(-c2nc(C)c(CCNC(=O)C(=O)Nc3c(C)cccc3C)s2)cc1OC,12,0,-4,-0.9,22,0.1,0,/,/
O=C(NNc1ncnc2c1cnn2-c1ccc(F)cc1)c1cccs1,-4,6,4,0.2,-21,0.6,0,8,16
COc1ccc2nc(/N=C(\N)NC(=O)N3c4ccccc4Sc4ccccc43)nc(C)c2c1,-4,1,-3,-0.3,-17,-0.5,1,/,29
Clc1ccccc1-c1ccc2ncnc(NCc3cccs3)c2c1,/,15,-9,1.8,-42*,/,-3,/,/
O=C(O)/C=C/C(=O)NCCC1=CCCCC1,-4,-2,-2,0.6,-1,1.9,1,7,-1
Cc1cc(C)n2nc(SCC(=O)N(CCC#N)c3ccccc3F)nc2n1,/,2,1,0.1,6,/,2,5,/
Cc1ccc(C(C(=O)NC2CCCCC2)N2CCCC2)cc1 (stereo not drawn),-10,15,-3,-0.2,-11,-0.4,-2,0,-18
COc1cc(C(=O)/C=C/Nc2ccc(NC(C)=O)cc2)cc(OC)c1OC,9,9,-10,0.8,2,0.0,-6,8,-10
Cc1nc2oc3c(NCc4ccccn4)ncnc3c2c2c1COC(C)(C)C2,14,-1,5,0.6,12,-0.2,1,-7,14
CC(C(=O)O)n1c2ccccc2c2cn[nH]c(=O)c21 (stereo not drawn),-7,3,-2,0.8,1,0.4,-12,3,-15
COc1ccc2oc(=N)c(C(=O)Nc3ccccc3Cl)cc2c1,1,6,-5,0.3,5,-1.4,8,-2,7
CCc1ccc(CNC(=O)C2CCCN(c3nc4ccccc4o3)C2)cc1 (stereo not drawn),-18,0,-3,-0.2,/,-0.1,-22,0,40*
N#Cc1ccc(C(=O)CSc2n[nH]c(=O)n2Cc2ccco2)cc1,0,1,-4,0.2,-14,0.3,8,15,5
CCc1ccc(NC(=O)c2noc3c2CCC3)cc1,9,-1,-2,-0.3,-2,1.2,6,-27,-13
COc1ccccc1CNC(=O)COC(=O)C12CC3CC(CC(O)(C3)C1)C2,-8,6,/,0.0,-1,0.5,-3,-1,13
Cc1ccc(NC(=S)Nc2cccnc2)c(S(=O)(=O)N2CCCCC2)c1,-7,2,-9,-0.2,-10,2.7,-2,-12,6
CCCNC(=O)CN(c1ccccc1)S(=O)(=O)c1ccc(OC)c(OC)c1,2,1,-7,-0.1,-2,-0.2,0,2,-12
Cn1cccc1Cc1nnc(SCC(=O)Nc2ccc3c(c2)OCO3)n1CCc1ccccc1,-6,-1,1,-0.3,-6,0.1,-4,-16,-8
CCC(C)NC(=O)C1CCC(=O)N1CCc1ccccc1 (stereo not drawn),3,3,-1,0.5,1,0.7,9,0,3
CCc1cc2c(CN(C)Cc3ccccc3F)cc(=O)oc2cc1O,-3,5,-11,-1.7,-14,-2.3,-2,-9,-14
CCNc1ccc(C(=O)OCC(=O)NC(=O)NCC(C)C)cc1[N+](=O)[O-],/,1,-2,-1.8,-16,/,6,-9,/
COc1ccc(Cl)cc1N(C)C(=O)C(=O)Nc1ccc2nc3n(c(=O)c2c1)CCCCC3,6,-1,0,-0.3,0,/,5,-4,/
COc1ccc2c(c1)c(C(O)CN1CCC(Cc3ccccc3)CC1)c(C)n2C (stereo not drawn),-26,17,-10,0.3,-14,0.3,13,-20,51*
Cc1cccc(Oc2ncnc3oc(-c4ccccc4)cc23)c1C,-1,1,-11,0.1,-81*,0.9,-7,14,19
NC(=O)Cn1c(=O)n(CCCCCC(=O)NCc2ccc(F)cc2)c(=O)c2sccc21,5,0,1,-0.2,-1,-1.1,0,-8,/
CCn1cc(CN2CCN(CC(C)(C)C)C(CCO)C2)c2ccccc21 (stereo not drawn),1,2,2,0.5,-2,2.9,9,7,0
COc1ccc(C(c2nnnn2C2CCCCC2)N2CCN(c3ccccc3)CC2)cc1 (stereo not drawn),-1,0,-4,0.3,1,0.1,1,/,-16
Cn1nccc1C(=O)N1CCOCC1,-6,3,-5,0.2,-6,1.2,-2,8,-5
CSc1cccc(NC(=O)CN(C)S(=O)(=O)c2ccc3c(c2)n(C)c(=O)c(=O)n3C)c1,1,1,2,-0.9,-1,-0.6,-2,-2,/
Cc1onc(-c2ccccc2)c1C(=O)N/N=C/c1cccc(O)c1,-1,8,-5,0.6,-4,0.6,-2,12,6
COc1ccc(N(C(=O)c2ccco2)C(C(=O)NC2CCCC2)c2ccc(N(C)C)cc2)cc1OC (stereo not drawn),-15,0,4,0.3,7,-0.3,-1,14,3
COc1ccccc1NC(=S)c1ccccc1,7,-1,-2,-2.7,-3,-0.8,7,-8,-28
O=C(O)c1cc(S(=O)(=O)Nc2ccc(OCc3ccccc3)cc2)ccc1Br,-8,0,-3,0.1,1,0.3,0,-4,6
COc1ccc(CCC(=O)NCCc2csc(-c3ccc(C(F)(F)F)cc3)n2)cc1,/,6,1,-0.1,-11,6.0,-1,/,/
